Compound activity from PubChem.
G9a block: blocks human histone lysine methyltransferase G9a; G9a H3K9 monomethylation, AlphaScreen, 2 h; Potency, µM (doses to about 102 µM), for inactives: top-dose activity, negative = inhibition, usual class: inhibitors; hit rate 8.8% among 350,000; AID 504332; note: % is set by controls: 0 for no effect and ±100 for the full control effect; nearly all actives have a fitted effect of over 75% in size
Target sequence (Q96KQ7 913-1193 limits assumed): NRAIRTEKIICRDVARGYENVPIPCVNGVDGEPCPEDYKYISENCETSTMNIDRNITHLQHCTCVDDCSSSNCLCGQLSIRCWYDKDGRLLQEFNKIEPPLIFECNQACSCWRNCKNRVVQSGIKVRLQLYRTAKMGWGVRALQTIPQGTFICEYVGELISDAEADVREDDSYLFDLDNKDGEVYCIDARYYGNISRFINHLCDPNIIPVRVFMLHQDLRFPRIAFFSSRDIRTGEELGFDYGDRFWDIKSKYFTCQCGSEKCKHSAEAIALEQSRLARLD
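G9a (20 nM) preincubated 15 min RT with compounds, then 500 nM biotinylated H3K9 peptide and 20 uM SAM added; 2 h RT reaction. Monomethyl-H3K9 product detected by AlphaScreen with anti-H3K9me1 antibody, streptavidin donor and anti-rabbit IgG acceptor beads.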
Pol beta inh: inhibitors of human DNA polymerase beta; P06746; Pol beta primer extension/strand displacement, fluorescence kinetic; Potency, µM (doses to about 114 µM), for inactives: at the highest dose activity change, negative = inhibition, usual class: inhibitors; hit rate 1.3% among 340,000; AID 485314; note: % is set by controls: 0 for no effect and ±100 for the full control effect
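Human Pol beta at 10 nM; strand-displacement substrate 50 nM final. Compound exposure 15 min at room temperature before start, reaction 10 min at room temperature.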
POLK inh: inhibitors of human DNA polymerase kappa. Q9UBT6. purified Pol kappa, fluorescent DNA synthesis assay, 10 min. Potency, µM (series often up to 107 µM), for the others: at the top dose activity, negative = inhibition, usual class: inhibitors. hit rate 0.53% among 400,000. AID 588579; note: % is set by controls: 0 for no effect and ±100 for the full control effect
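First, compounds were pin-transferred onto 10 nM Pol kappa. After 15 min at room temperature, substrate was added to 50 nM final. Fluorescence was then measured kinetically at 0 and 10 min.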
Anesthetic bind: candidate novel general anesthetic via apoferritin binding; P02791; apoferritin/1-aminoanthracene competitive binding, fluorescence; Potency, µM (top dose mostly 77.5 µM), for inactives: at the top dose activity change, negative = displacement, usual class: inhibitors; hit rate 0.074% among 350,000; AID 485281; note: % is set by controls: 0 for no effect and ±100 for the full control effect; nearly all actives have a fitted effect of over 20% in size
Target sequence (P02791 2-175 limits assumed): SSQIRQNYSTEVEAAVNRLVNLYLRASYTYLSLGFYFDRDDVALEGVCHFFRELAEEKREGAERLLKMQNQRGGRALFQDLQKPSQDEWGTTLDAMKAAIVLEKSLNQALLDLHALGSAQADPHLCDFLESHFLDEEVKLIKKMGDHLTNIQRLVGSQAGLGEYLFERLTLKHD
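Concentration-response curves derived by four-parameter Hill fitting of normalized fluorescence, where compounds displaced 1-AMA from 10 uM horse apoferritin following a brief 10 min room-temperature incubation; propofol titration acted as positive control.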
POLH inh: DNA polymerase eta (human) inhibition; Q9Y253; recombinant Pol eta, fluorescent DNA replication assay; Potency, µM (highest dose often 114 µM), inactives show at the highest dose activity change, negative = inhibition, most hits filed as inhibitors; hit rate 1.2% among 390,000; AID 588591; note: % is set by controls: 0 for no effect and ±100 for the full control effect
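Fluorescent replication assay: 50 nM final substrate added after a 15 min room-temperature compound preincubation with 10 nM enzyme. Signal taken at 0 min and again at 10 min.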
POLI inh: DNA polymerase iota (human) inhibition; Q9UNA4; Potency, µM (top dose mostly 115 µM), for the others: top-dose activity, negative = inhibition, hits mostly inhibitors; hit rate 1% among 390,000; Pol iota fluorescent replication assay, 10 min; AID 588590
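Pol iota at 10 nM preincubated 15 min with compounds at room temperature; reaction started with fluorescent substrate, 50 nM final. Fluorescence read kinetically at 0 and 10 min; buffer-only wells as negative control.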
BAZ2B inh: inhibitors of human BAZ2B bromodomain | Q9UIF8 | AlphaScreen BAZ2B-H3K14Ac peptide displacement | hit rate 4.4% among 360,000 | Potency, µM (highest dose often 114 µM), for inactives: at the highest dose activity change, negative = inhibition, hits mostly inhibitors; note: % is set by controls: 0 for no effect and ±100 for the full control effect; nearly all actives have a fitted effect of over 60% in size
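AlphaScreen displacement: compounds (up to 110uM) incubated 30 min at room temperature with a preformed 50 nM BAZ2B/50 nM biotinylated H3K14Ac peptide complex in PBS pH 7.4 with Tween-20. Donor and acceptor beads at 10 ug/mL final added, 20 min light-protected before reading.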
APEX1 inh: APE1 (human) endonuclease inhibition. P27695. recombinant APE1, TAMRA/BHQ-2 abasic DNA cleavage fluorescence. Potency, µM (series often up to 65.8 µM), inactives show top-dose activity change, negative = inhibition, hits mostly inhibitors. hit rate 0.35% among 350,000. AID 2517;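 note: plate controls were vehicle for no effect and reference inhibitor for full effect; nearly all actives have a fitted effect of over 55% in size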
Target sequence (P27695 whole entry, looked up): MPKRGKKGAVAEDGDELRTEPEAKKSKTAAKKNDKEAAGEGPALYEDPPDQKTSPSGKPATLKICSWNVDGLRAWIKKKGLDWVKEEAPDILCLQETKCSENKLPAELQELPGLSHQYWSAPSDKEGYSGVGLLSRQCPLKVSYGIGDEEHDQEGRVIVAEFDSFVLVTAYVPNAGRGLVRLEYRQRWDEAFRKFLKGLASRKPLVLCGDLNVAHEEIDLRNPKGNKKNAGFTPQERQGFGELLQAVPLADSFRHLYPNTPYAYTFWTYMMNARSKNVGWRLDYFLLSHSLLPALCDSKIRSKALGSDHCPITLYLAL
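Kinetic fluorescence read (525 ex/598 em nm, three reads 60 s apart) of AP-site incision; signal = third minus first read. Enzyme 0.75 nM, dual-labelled THF duplex 50 nM, compound preincubation 15 min RT.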
BLM helicase inh: blocks DNA unwinding by human BLM helicase | recombinant BLM DNA unwinding, fluorescence dequenching | Potency, µM (titrated, usually from 56.1 µM), inactives show top-dose activity change, negative = inhibition, usual class: inhibitors | hit rate 0.2% among 350,000 | AID 2528;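 note: plate controls were vehicle for no effect and no enzyme for full effect; nearly all actives have a fitted effect of over 35% in size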
An asterisk follows results filed as active; ? = inconclusive; nt = not tested or not shown; [ ] = another dose, or the depositor's remark. Calls come from the whole dose curve; as a rule, active = well fitted curve in the direction sought with a large enough effect; inconclusive = small, poorly fitted or top-dose-only effect, or another doubt; inactive = no such curve, though single readings can be large; an effect the other way counts as inactive or inconclusive. Potency is the fitted concentration of half-maximal effect. Not all compounds are listed, so the mix of outcomes need not match the whole.

Preview, 9 compounds:
compound	G9a block	Pol beta inh	POLK inh	Anesthetic bind	POLH inh	POLI inh	BAZ2B inh	APEX1 inh	BLM helicase inh
O=C(/C=C/Nc1ccc(Cc2ccc(N/C=C/C(=O)C(F)(F)F)cc2)cc1)C(F)(F)F	7%[59 µM]	4%	-11%	-6%	-20%	10%	-12%	-3%	1%
CCOC(=O)N1CCN(C(=O)CN(c2cc(C(F)(F)F)ccc2Cl)S(C)(=O)=O)CC1	15%	39%	-13%	-15%	8%	11%	2%	-4%	-1%
CSc1c(-c2ccccn2)c(N)nn1C(=O)C1CC1	66%[activator]	?	-2%	-12%	-3%	75%[activator]	37%	-2%	-8%
C=CCN1C(=O)C(CC(=O)O)SC1=Nc1ccc(C(=O)O)cc1 (stereo not drawn)	-17%	1%	-11%	3%	-4%	40%	-8%	2%	0%
O=C1Nc2ccccc2C(=O)N2[C@H](c3cccc(Br)c3)[C@@H]3C(=O)N(Cc4ccccc4)C(=O)[C@@H]3[C@H]12	-25%	-1%	-8%	-1%	-19%	?	-11%	12%	-13%
Cc1ccc(C)c2[nH]c(=O)c(CN(Cc3ccco3)C(=O)Nc3ccccc3)cc12	?	0%	0%	-12%	-3%	7%	-31%	-7%	-2%
COc1cccc(CNC(=O)CC(c2ccc(C)cc2)N2Cc3ccccc3C2=O)c1 (stereo not drawn)	-7%[59 µM]	1%	5%	-4%	-23%	38%[activator]	-8%	nt	-4%
O=C(NCCC1=CCCCC1)C1COc2ccccc2O1 (stereo not drawn)	19%	42%	-7%	-20%	3%	8%	11%	-1%	-1%
CC1CN(C(=O)CCC(=O)NCCCN2C(C)CCCC2C)c2ccccc2O1 (stereo not drawn)	3%	29%	-6%	-9%	3%	-11%	6%	36%	0%

Main list (from the top)
compound	G9a block	Pol beta inh	POLK inh	Anesthetic bind	POLH inh	POLI inh	BAZ2B inh	APEX1 inh	BLM helicase inh
O=C(/C=C/Nc1ccc(Cc2ccc(N/C=C/C(=O)C(F)(F)F)cc2)cc1)C(F)(F)F	7%[59 µM]	4%	-11%	-6%	-20%	10%	-12%	-3%	1%
CCOC(=O)N1CCN(C(=O)CN(c2cc(C(F)(F)F)ccc2Cl)S(C)(=O)=O)CC1	15%	39%	-13%	-15%	8%	11%	2%	-4%	-1%
CSc1c(-c2ccccn2)c(N)nn1C(=O)C1CC1	66%[activator]	?	-2%	-12%	-3%	75%[activator]	37%	-2%	-8%
C=CCN1C(=O)C(CC(=O)O)SC1=Nc1ccc(C(=O)O)cc1 (stereo not drawn)	-17%	1%	-11%	3%	-4%	40%	-8%	2%	0%
O=C1Nc2ccccc2C(=O)N2[C@H](c3cccc(Br)c3)[C@@H]3C(=O)N(Cc4ccccc4)C(=O)[C@@H]3[C@H]12	-25%	-1%	-8%	-1%	-19%	?	-11%	12%	-13%
Cc1ccc(C)c2[nH]c(=O)c(CN(Cc3ccco3)C(=O)Nc3ccccc3)cc12	?	0%	0%	-12%	-3%	7%	-31%	-7%	-2%
COc1cccc(CNC(=O)CC(c2ccc(C)cc2)N2Cc3ccccc3C2=O)c1 (stereo not drawn)	-7%[59 µM]	1%	5%	-4%	-23%	38%[activator]	-8%	nt	-4%
O=C(NCCC1=CCCCC1)C1COc2ccccc2O1 (stereo not drawn)	19%	42%	-7%	-20%	3%	8%	11%	-1%	-1%
CC1CN(C(=O)CCC(=O)NCCCN2C(C)CCCC2C)c2ccccc2O1 (stereo not drawn)	3%	29%	-6%	-9%	3%	-11%	6%	36%	0%
CCc1ccc(NC(=O)Nn2cnnc2)cc1	8%	-7%	-8%	?	-14%	14%	-17%	49%	-2%
Cc1nn(C)cc1C(N)=O	7%	37%	-20%	-9%	3%	11%	15%	-7%	-3%
C[C@]12c3[nH]c4cc(-c5ccco5)ccc4c3CCN1C(=O)[C@@H](CC(=O)NCc1cccc(C(F)(F)F)c1)C[C@@H]2C(=O)N1CCCCC1	nt	nt	6%	nt	-7%	0%	nt	-5%	nt
COc1cccc(C(C(=O)NC2CCCC2)N(C(=O)c2ccco2)c2ccc(C(C)=O)cc2)c1OC (stereo not drawn)	-5%	0%	2%	-7%	-19%	36%[activator]	-21%	60%[activator]	-5%
CC1CCc2sc(C(=O)N(C)CC(=O)Nc3ccc(N4CCOCC4)cc3)cc2C1 (stereo not drawn)	35µM*	24%	-10%	-22%	-20%	23%	?	6%	-7%
O=C1OC(/C=C/c2ccccc2)=NC/1=C\c1cccnc1	-41%	41%[activator]	-8%	-5%	12%	12%	-7%	14%	1%
CC1Cc2cc(S(=O)(=O)CCC(=O)NCc3ccco3)ccc2N1C(=O)C1CC1 (stereo not drawn)	?	-7%	-17%	1%	-8%	?	-17%[57.1 µM]	31%	-4%

Later entries:
| compound | G9a block | Pol beta inh | POLK inh | Anesthetic bind | POLH inh | POLI inh | BAZ2B inh | APEX1 inh | BLM helicase inh |
| --- | --- | --- | --- | --- | --- | --- | --- | --- | --- |
| COc1cc2c(cc1NC(=O)C(C)OC(=O)c1ccc(S(=O)(=O)Nc3ccccc3Cl)cc1)oc1ccccc12 (stereo not drawn) | nt | 6% | -11% | -7% | -12% | ? | 3% | ? | -7% |
| Cc1cccc(Sc2nc(-c3ccccc3)ccc2C#N)c1 | 259%[activator] | 0% | -2% | -3% | -6% | -5% | 67%[activator] | 2% | -6% |
| Cc1ccc(NC(=O)CSCc2cc(=O)n3ccsc3n2)c(C)c1 | 7%[0.501 µM] | 0% | -11% | -4% | 0% | 24% | -4% | -20% | 1% |
| Cc1cc(C)n(-c2nc3ccccc3c(=O)n2OCC(=O)OCc2ccccc2)n1 | 21% | -2% | -8% | -22% | -8% | 11% | 1% | 10% | -5% |
| CCCNC(=O)COC(=O)c1ccc(OCC(=O)Nc2ccccc2OC)c(OC)c1 | 8%[59 µM] | 32% | 1% | -8% | -13% | 14% | 8% | 29% | -5% |
| CC(=O)Nc1ccc(NC(=O)C2CCN(C(=O)c3ccc([N+](=O)[O-])cc3)CC2)cc1 | -1% | 2% | -2% | -4% | -5% | 9% | -18% | 2% | -2% |
| c1ccc(-c2csc3ncnc(NCCN4CCOCC4)c23)cc1 | -20%[12.7 µM] | 3% | -3% | -4% | 8% | 1% | 6% | 0% | -7% |
| COc1ccc(S(=O)(=O)N(C)CC(=O)NCCC2=CCCCC2)cc1 | 21%[2.33 µM] | 15% | -4% | -15% | -10% | 1% | 9% | -2% | 2% |
| CC(C)NS(=O)(=O)c1ccc(Oc2ncc(C(F)(F)F)cc2Cl)cc1 | 13%[59 µM] | -14% | -15% | -17% | -25% | -9% | 4% | -5% | -5% |
| CC(NS(=O)(=O)c1ccc(Cl)c(Cl)c1)C(=O)OCC(=O)N1CCCCCC1 (stereo not drawn) | 14%[12.7 µM] | nt | 0% | nt | -6% | 27% | 4% | 8% | nt |
| Cc1ccc(C)c(Cn2c(=O)n(CCCC(=O)NCCc3ccc(Cl)cc3)c(=O)c3ccccc32)c1 | -2%[59 µM] | 3% | 14% | -4% | 2% | 11% | 1% | nt | -6% |
| Cc1c(C(=O)NCc2ccccc2Cl)sc2ncnc(N(C)C3CCCCC3)c12 | -21%[59 µM] | -17% | -5%[60.1 µM] | -3% | -14% | 16% | 1% | nt | -8% |
| Nc1nc2c(Cl)cc(Cl)cc2s1 | ? | -2% | 2% | -5% | -12% | 34%[activator] | nt | -1% | -1% |
| Cn1cc(Br)c(C(=O)NNC(=O)c2ccc(Cl)cc2)n1 | ? | -15% | -15% | 0% | -21% | -15% | -20% | 2% | 2% |
| CN1C(=O)c2ccc(NC(=O)CSc3ccccc3)cc2C1=O | 4% | 35% | 0% | -5% | -9% | -20% | -17% | 32% | -2% |
| Cc1onc(-c2ccccc2)c1C(=O)Nc1nc2c(s1)CCCC2 | ? | 9% | -11% | -9% | -10% | -3% | -8% | -3% | -12% |
| CN1C(=O)NC(c2ccc(O)cc2)C2=C1CN(c1ccc(O)cc1)C2=O (stereo not drawn) | 0% | 9% | -20% | -2% | -7% | 20% | -15% | 5% | -3% |
| COc1ccc(CN2CSC(=S)N(Cc3ccc(OC)cc3)C2)cc1 | -5% | -1% | 4% | 4% | -20% | 14% | 2% | -5% | -15% |
| O=C(CCSCCc1ccccn1)Nc1ccc(Cl)cn1 | 30%[59 µM] | 35% | -5% | -12% | -16% | 4%[58.9 µM] | 2% | -10% | -1% |
| O=C(OCCN=C1NS(=O)(=O)c2ccccc21)C1CC(=O)N(c2ccc3ccccc3c2)C1 (stereo not drawn) | -24%[59 µM] | -28% | -1% | ? | 0% | 17% | -17% | 1% | -4% |
| CC(C)OC(=O)CSc1nnc2c3ccccc3n(C)c2n1 | 15% | -26% | -13% | -14% | -7% | 60%[activator] | -17% | -5% | 2% |
| CCCc1ccc(-c2ccc(C(=O)O)cc2)nc1 | 14%[59 µM] | 2% | -11%[60.1 µM] | 11% | -4% | -23% | 8% | 14% | -2% |

Results in Pol beta inh and POLH inh (two entries from above):
| compound | Pol beta inh | POLH inh |
| --- | --- | --- |
| CN1C(=O)c2ccc(NC(=O)CSc3ccccc3)cc2C1=O | 35% | -9% |
| Cc1ccc(C)c(Cn2c(=O)n(CCCC(=O)NCCc3ccc(Cl)cc3)c(=O)c3ccccc32)c1 | 3% | 2% |
